# Assay outcomes (PubChem)
# All columns: NCI-60 one-dose screen, growth in % after 48 h at 10 µM unless noted; 100 = growth as untreated, 0 = no growth, -100 = all killed.
# NCI-H226 – NCI-H226 lung cancer; hit rate 3.5% among 79,000; AID 1794732
# HT29 – HT29 colon cancer; hit rate 7.4% among 81,000
# NCI-H522 – NCI-H522 lung cancer. hit rate 8% among 78,000. AID 1794739
# HCT-116 – HCT-116 colon cancer | AID 1794798 | hit rate 7.3% among 82,000
# NCI/ADR-RES – NCI/ADR-RES ovarian cells; hit rate 4.4% among 81,000
# NCI-H322M – NCI-H322M lung cancer; hit rate 2.7% among 80,000; AID 1794733
# NCI-H460 – NCI-H460 lung cancer. AID 1794736. hit rate 6.8% among 82,000
# COLO 205 – COLO 205 colon cancer; AID 1794742; hit rate 7.3% among 79,000
# HCT-15 – HCT-15 colon cancer | hit rate 5.2% among 82,000
# * = called active by the depositor; · = no result given; & = joins results of further samples; [ ] = remark or other dose. Rule for the calls: active = growth percent below 10; inactive = the rest.
# Sample of the layout (4 entries):
1. Cn1cc(-c2cc(N)n3nc(-c4c[nH]c5ccc(Br)cc45)cc3n2)c2cc(Br)cnc21
2. CC(O)CN(Cc1cc(O)c(CN(CC(C)O)CC(C)O)cc1O)CC(C)O (stereo not drawn)
3. O=S(=O)(Cc1ccccc1)C(CCCc1ccccc1)S(=O)(=O)Cc1ccccc1
4. COc1ccc(/C(C)=N/NC(=O)CSc2nc3ccccc3c(=O)n2Cc2ccc(S(N)(=O)=O)cc2)cc1OC

screen / no.,1,2,3,4
NCI-H226,-55*,96,87,107
HT29,-86*,110,83,112
NCI-H522,-72*,88,90,91
HCT-116,-70*,104,87,92
NCI/ADR-RES,-60*,113,85,100
NCI-H322M,12,99,116,77
NCI-H460,2.3*,105,94,102
COLO 205,-91*,105,115,118
HCT-15,-96*,100,89,97

# The list itself, from the first entry:
1. Cn1cc(-c2cc(N)n3nc(-c4c[nH]c5ccc(Br)cc45)cc3n2)c2cc(Br)cnc21
2. CC(O)CN(Cc1cc(O)c(CN(CC(C)O)CC(C)O)cc1O)CC(C)O (stereo not drawn)
3. O=S(=O)(Cc1ccccc1)C(CCCc1ccccc1)S(=O)(=O)Cc1ccccc1
4. COc1ccc(/C(C)=N/NC(=O)CSc2nc3ccccc3c(=O)n2Cc2ccc(S(N)(=O)=O)cc2)cc1OC
5. O=c1cc(NC2CCN(CCCc3ccccc3)CC2)c2cc(Cl)ccc2o1
6. COc1ccc2c(O)cc3c(c2c1)[C@H](CCl)CN3C(=O)c1cc2cc(NC(=O)CCN3CCOCC3)ccc2[se]1
7. C[N+]1(C)CCCC(C#CC[N+]2(C)CCOCC2)C1 (stereo not drawn)
8. COc1ccc(-c2nn(-c3cccc(Cl)c3)cc2-c2cc(-c3cccs3)nc(N)n2)cc1

screen / no.,1,2,3,4,5,6,7,8
NCI-H226,-55*,96,87,107,·,-12*,·,98
HT29,-86*,110,83,112,-13*,-40*,94,103
NCI-H522,-72*,88,90,91,-31*,-83*,70,96
HCT-116,-70*,104,87,92,8.1*,-55*,82,102
NCI/ADR-RES,-60*,113,85,100,6.7*,-34*,100,105
NCI-H322M,12,99,116,77,0.8*,-88*,97,·
NCI-H460,2.3*,105,94,102,-6.3*,-7.4*,109,108
COLO 205,-91*,105,115,118,-98*,-78*,103,115
HCT-15,-96*,100,89,97,14,0.0*,99,100

9. COc1ccc(C(=O)/C=C/c2cc(-c3ccc(OC)c(OC)c3)n[nH]2)cc1OC
10. CCOC(=O)/C=C/COC(=O)[C@@H]1CCCN1C(=O)CN
11. O=S(=O)(c1ccc(Br)cc1)N1CCN(c2nccc(-c3c(-c4cccc(F)c4)nc4sccn34)n2)CC1
12. C=CCSc1nc2ccc(C)cc2cc1/C=N/O
13. N#Cc1c(-c2ccc(Cl)cc2)nc(SC(=O)c2ccc(F)cc2)[nH]c1=O
14. CCOC(=O)c1c(Nc2ccccc2)nn2c(-c3cccs3)ccnc12
15. CCN(CC)CCCC(C)n1c2nc(=O)[nH]c(=O)c-2nc2cc(Cl)ccc21 (stereo not drawn)
16. CN1C(=O)C(Nc2ccc(C(=O)Nc3ccccc3)cc2)=C(c2ccc(Cl)cc2)C1=O

screen / no.,9,10,11,12,13,14,15,16
NCI-H226,58,111,67,89,99,89,104,94
HT29,-61*,96,88,94,107,80,98,65
NCI-H522,-89*,97,78,66,100,82,88,39
HCT-116,-89*,98,87,67,110,78,80,63
NCI/ADR-RES,4.6*,112,79,81,101,87,100,83
NCI-H322M,-14*,107,90,70,100,94,108,80
NCI-H460,-42*,107,95,96,107,92,104,91
COLO 205,-61*,135,104,96,109,93,17,81
HCT-15,-68*,103,88,77,101,54,107,75

17. COc1c2c(c(CCC(=O)O)c3c1C=CC(C)(C)O3)OC(C)(C)C=C2
18. Cn1c(N)c([C@H]2c3ccccc3Oc3c2c(=O)n(C)c(=O)n3C)c(=O)n(C)c1=O
19. CCOC(=O)C(Nc1ccc(F)cc1)c1ccc(N(CC)CC)cc1 (stereo not drawn)
20. Oc1ccccc1N=Nc1ccc[nH]1
21. C#COc1cccc(Nc2ncnc3cc(NC(=O)[C@H](C)Cl)ccc23)c1
22. O=C(Nc1cccc(C(=O)O)c1)Nc1nc2ccccc2s1
23. CC(=O)/C(=C\n1c(=S)[nH]c2ccc([N+](=O)[O-])cc21)C(=O)Nc1ccccc1C
24. C#CCOc1ccc(/C=N/Nc2nc(-c3cc4cc(I)ccc4oc3=O)cs2)cc1

screen / no.,17,18,19,20,21,22,23,24
NCI-H226,·,90,97,103,42[6.25 µM],90,99,85
HT29,103,96,93,75,1.4*[6.25 µM],102,105,97
NCI-H522,83,92,78,50,-46*[6.25 µM],95,96,87
HCT-116,·,107,93,77,7.4*[6.25 µM],101,102,88
NCI/ADR-RES,102,95,87,77,15[6.25 µM],105,106,96
NCI-H322M,103,102,92,89,30[6.25 µM],102,113,115
NCI-H460,108,105,98,94,3.3*[6.25 µM],99,104,97
COLO 205,·,110,100,69,12[6.25 µM],110,107,103
HCT-15,110,93,84,61,9.9*[6.25 µM],98,102,96

25. COc1ccc(/C=N/n2c(-c3cc(F)c(Cl)cc3Cl)n[nH]c2=S)cc1
26. CCOC(=O)c1cnc[nH]c1=O
27. CC(C)(C)c1cc(/C=C2\SC(=NCCCO)NC2=O)cc(C(C)(C)C)c1O
28. CC(=O)Nc1cc(NC(C)=O)ncn1
29. COc1ccc(-c2nc3ccc(C(=O)N=Nc4c(O)[nH]c5ccccc45)cc3[nH]2)cc1
30. CCCCNS(=O)(=O)c1ccc(NC(=O)c2ccc3ccccc3c2O)c([N+](=O)[O-])c1
31. CC1(C2OCCO2)OCCO1
32. O=C(OCc1ccccc1)C(Cc1ccccc1)NC(=O)C(Cc1ccc(O)cc1)N(C(=O)OCc1ccccc1)C(=O)OCc1ccccc1 (stereo not drawn)

screen / no.,25,26,27,28,29,30,31,32
NCI-H226,106,114,94,104,84,108,98,103
HT29,108,112,81,106,86,108,105,103
NCI-H522,91,107,75,103,99,97,95,89
HCT-116,96,103,80,107,142,106,106,100
NCI/ADR-RES,107,118,98,126,104,102,115,99
NCI-H322M,89,102,71,96,107,102,105,112
NCI-H460,106,·,86,112,99,112,107,101
COLO 205,113,107,87,121,93,110,109,95
HCT-15,111,106,76,100,95,102,106,102

33. COc1ccccc1Nc1nc(-c2cccnc2)nc2sc3c(c12)CCCCCC3
34. Cc1cccc(C(=O)OCC(=O)Nc2sc3c(c2C(N)=O)CCC3)c1C
35. O=S(=O)(Nc1cccnc1Oc1ccccc1)c1cc(Cl)ccc1Cl
36. COc1ccc(/C(C)=N/N=C2C(=O)N(Cc3ccccc3)c3ccccc32)cc1S(N)(=O)=O
37. COc1cc(C2C(C#N)=C(N)N(c3ccc(OC(F)(F)F)cc3)C3=C2C(=O)CC(C)(C)C3)cc(OC)c1O (stereo not drawn)
38. COc1cc(-c2nc(-c3nnc(-c4ccc(OC(F)(F)F)cc4)o3)c3ccccn23)cc(OC)c1OC
39. O=C(/C=C/c1cn(-c2ccccc2)nc1-c1ccc(Br)cc1)NNC(=O)Nc1ccc(F)cc1
40. COc1cc(CN2CCO[C@H](COc3cccc(F)c3)C2)ccc1Cl

screen / no.,33,34,35,36,37,38,39,40
NCI-H226,100,103,105,75,94,73,106,60
HT29,107,94,109,109,95,69,98,43
NCI-H522,101,58,108,75,84,75,93,31
HCT-116,111,99,96,77,94,78,87,27
NCI/ADR-RES,101,102,104,86,102,59,101,26
NCI-H322M,109,116,102,92,95,79,89,73
NCI-H460,102,109,107,86,108,80,104,25
COLO 205,134,108,109,131,100,79,101,12
HCT-15,96,97,107,83,107,51,97,26

41. O=C(O)C(CCC(C(=O)O)c1ccccc1)c1ccccc1 (stereo not drawn)
42. CC(C)(C)c1cc(/N=C/c2ccc(F)cc2)n(-c2ccccc2)n1
43. NNC(=S)Nc1cccc2ccccc12
44. COc1ccc(NC(C)=O)c(N)c1
45. Cn1cc(-c2nc(-c3c[nH]c4ncccc34)cs2)c2ccccc21
46. CCOC(=O)c1csc(NC(=O)COc2ccc(/C=C3\Oc4ccccc4C3=O)cc2)n1
47. CCSc1nnc2c(/C=C/c3ccc([N+](=O)[O-])cc3)nc3ccccc3n12
48. C=C1SCCC1NC(C)=O (stereo not drawn)

screen / no.,41,42,43,44,45,46,47,48
NCI-H226,107,112,97,106,86,108,81,99
HT29,110,98,78,103,88,106,98,106
NCI-H522,106,85,91,101,84,55,68,94
HCT-116,110,85,102,101,77,82,85,101
NCI/ADR-RES,111,109,116,104,74,85,90,100
NCI-H322M,114,108,140,104,53,95,94,97
NCI-H460,115,97,111,110,36,95,97,103
COLO 205,116,123,98,106,86,112,98,108
HCT-15,103,101,100,93,64,113,89,102

49. Cc1cc(O)c(C(C)C)cc1N=O
50. Nc1c(N=Nc2ccc(-c3ccc(N=Nc4cc(S(=O)(=O)O)c5ccccc5c4N)cc3)cc2)cc(S(=O)(=O)O)c2ccccc12
51. COc1ccc(C2=NN(C(=O)c3cc(-c4ccc(Cl)cc4)nc4ccccc34)C(c3cc(-c4ccccc4)nn3-c3ccccc3)C2)cc1 (stereo not drawn)
52. Cc1ccc(-c2cc(-c3ccc(N4CCOCC4)cc3)n3c(n2)nc2ccccc23)cc1
53. COc1cc(OC)cc(-c2nn(CC(=O)N3CCc4ccccc4C3)c3ncnc(N)c23)c1
54. Clc1ccccc1C=Nc1n[nH]c(Nc2ccccc2)c1-c1nc2ccccc2s1
55. CC(C)(C)CC(C)(C)NCC(O)COc1ccc(Cl)cc1Cl (stereo not drawn)
56. Nc1ccc(OCc2ccccc2)cc1[N+](=O)[O-]

screen / no.,49,50,51,52,53,54,55,56
NCI-H226,108&100,99,78,93,84,93,102,91
HT29,94&114,107,89,108,92,109,112,96
NCI-H522,75&94,90,79,93,89,88,106,83
HCT-116,94&94,109,69,102,97,93,108,100
NCI/ADR-RES,106&99,113,90,97,100,102,97,100
NCI-H322M,104&115,90,67,97,93,95,86,104
NCI-H460,115&115,108,52,105,97,103,103,111
COLO 205,112&106,105,80,119,106,118,111,113
HCT-15,99&94,120,70,93,105,90,107,92

# Seven entries from above, with two lines to a compound:
# Values in the order – NCI-H226, HT29, NCI-H522, HCT-116, NCI/ADR-RES, NCI-H322M, NCI-H460, COLO 205, HCT-15
[4] COc1ccc(/C(C)=N/NC(=O)CSc2nc3ccccc3c(=O)n2Cc2ccc(S(N)(=O)=O)cc2)cc1OC
→ 107, 112, 91, 92, 100, 77, 102, 118, 97
[5] O=c1cc(NC2CCN(CCCc3ccccc3)CC2)c2cc(Cl)ccc2o1
→ ·, -13*, -31*, 8.1*, 6.7*, 0.8*, -6.3*, -98*, 14
[6] COc1ccc2c(O)cc3c(c2c1)[C@H](CCl)CN3C(=O)c1cc2cc(NC(=O)CCN3CCOCC3)ccc2[se]1
→ -12*, -40*, -83*, -55*, -34*, -88*, -7.4*, -78*, 0.0*
[7] C[N+]1(C)CCCC(C#CC[N+]2(C)CCOCC2)C1 (stereo not drawn)
→ ·, 94, 70, 82, 100, 97, 109, 103, 99
[8] COc1ccc(-c2nn(-c3cccc(Cl)c3)cc2-c2cc(-c3cccs3)nc(N)n2)cc1
→ 98, 103, 96, 102, 105, ·, 108, 115, 100
[9] COc1ccc(C(=O)/C=C/c2cc(-c3ccc(OC)c(OC)c3)n[nH]2)cc1OC
→ 58, -61*, -89*, -89*, 4.6*, -14*, -42*, -61*, -68*
[10] CCOC(=O)/C=C/COC(=O)[C@@H]1CCCN1C(=O)CN
→ 111, 96, 97, 98, 112, 107, 107, 135, 103

# Continuation:
57. COc1ccc(C(=O)c2cccs2)cc1
58. CN(C)c1ccc(C=C2C(=O)OC(C)(C)OC2=O)cc1
59. O=C(c1ccc(Cl)cc1)C(Nc1ccccc1)c1ccc(Cl)cc1 (stereo not drawn)
60. COc1ccc(C2=Nc3nc(-c4ccccc4)cc(=O)n3NC3=C2C(=O)CC(C)(C)C3)cc1
61. COc1cc2c(cc1-c1c(C)noc1C)ncc1nc(C3CCOCC3)n(C3CCC(OC(F)F)CC3)c12 (stereo not drawn)
62. CCOc1nsc(OCC)n1
63. CCOC(=O)c1cnc2ccc(Br)cc2c1Nc1cccc(S(N)(=O)=O)c1
64. CC(=O)N1C(CC(C)C)C(=O)N2C1N=NC21CCCC1 (stereo not drawn)

screen / no.,57,58,59,60,61,62,63,64
NCI-H226,104,99,75,106,68,88,89,98
HT29,109,101,84,97,26,94,107,111
NCI-H522,99,88,72,96,3.7*,86,97,96
HCT-116,110,105,100,99,66,95,86,102
NCI/ADR-RES,106,110,90,99,54,100,97,101
NCI-H322M,109,109,85,112,52,110,105,98
NCI-H460,118,109,99,104,73,105,105,102
COLO 205,134,102,98,112,23,119,128,108
HCT-15,117,102,96,113,33,96,91,103

65. CCOC(=O)c1cc(-c2cccnc2)nc2ccccc12
66. CC(C)c1ccc(C(=O)OCc2ccccc2)cc1
67. CCn1c(O)c(/C=N/NC(=O)C(C)c2ccc(CC(C)C)cc2)sc1=S (stereo not drawn)
68. Cc1ccc(C(=O)Cc2nc(C#N)c(C#N)nc2CC(=O)c2ccc(C)cc2)cc1

screen / no.,65,66,67,68
NCI-H226,91,·,31,93
HT29,94,99,10,113
NCI-H522,95,93,-12*,109
HCT-116,96,84,12,96
NCI/ADR-RES,94,101,5.4*,100
NCI-H322M,106,108,38,98
NCI-H460,108,106,7.2*,98
COLO 205,109,109,15,124
HCT-15,87,106,18,100
